Source: PubChem (Sanford-Burnham Center for Chemical Genomics)
EBI2 block – blocks human EBI2 receptor beta-arrestin signaling; P32249; AID 651636; inhibition, % at 5 µM; actives 0.81% (n = 360,000); EBI2 beta-arrestin recruitment, luminescence, 7a,25-OHC stimulated; in the data active = inhibition above about 38%;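 also: enzyme fragment complementation signal reports receptor beta-arrestin coupling in cells; 0% = agonist plus DMSO wells and 100% = wells without agonist; some results beyond the cut were filed as inactive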
Target sequence (P32249 whole entry, looked up, the tested form may be a part): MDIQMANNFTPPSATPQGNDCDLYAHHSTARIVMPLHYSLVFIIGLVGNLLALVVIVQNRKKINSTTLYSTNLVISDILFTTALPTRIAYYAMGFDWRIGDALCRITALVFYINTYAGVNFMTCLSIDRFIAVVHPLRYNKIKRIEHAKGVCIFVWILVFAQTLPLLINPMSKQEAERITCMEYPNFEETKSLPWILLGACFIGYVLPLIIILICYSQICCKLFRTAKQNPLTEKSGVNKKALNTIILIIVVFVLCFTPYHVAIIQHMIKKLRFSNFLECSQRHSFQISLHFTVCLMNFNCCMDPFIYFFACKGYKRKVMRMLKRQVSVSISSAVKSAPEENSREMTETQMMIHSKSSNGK
APJ antagonist – antagonists of human APJ apelin receptor. actives 0.32% (n = 330,000). inhibition, % at 20 µM. P35414. CHO-K1 APJ beta-arrestin complementation, luminescence;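 active = inhibition above about 40% at 20 µM, limit read from the data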;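 also: cells challenged with 10 nM apelin-13 agonist together with compound; plate controls were apelin-13 plus DMSO wells for no effect and DMSO wells lacking apelin-13 for full effect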
CCR6 antagonist – CCR6 (human) receptor antagonism; inhibition, % at 20 µM; AID 493098; actives 0.49% (n = 340,000); P51684; CHO-K1 CCR6 PathHunter beta-arrestin, luminescence, CCL20-stimulated;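 active = compounds whose inhibition of the agonist-driven luminescence signal at 20 µM reaches about 50%, limit read from the data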;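 also: cells stimulated with CCL20 at 14 nM final; plate controls were DMSO with CCL20 for no effect and DMSO without agonist for full effect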
697 NFkB inh – inhibitors of the PMA/ionomycin-induced NF-kB reporter in 697 B cells; 697 B-cell NF-kB luciferase reporter, 16 h; inhibition, % at 4 µM; actives 0.33% (n = 330,000); AID 435022; in the data active = inhibition above about 35%
Gli-Sufu block – blocks Gli-Sufu signaling in a luciferase reporter; Sufu-KO-LIGHT fibroblasts, Gli luciferase reporter luminescence; inhibition, % at 5 µM; actives 0.74% (n = 340,000);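 active = inhibition above about 55%, limit read from the data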;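 also: 0% = DMSO-treated cells and 100% = wells with medium but no cells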
Jurkat NFkB inh – lowers PMA/ionomycin-induced NF-kB signal in Jurkat cells | PMA/ionomycin-induced NF-kB luciferase reporter, luminescence | inhibition, % at 4 µM | actives 0.53% (n = 330,000); in the data active = inhibition above about 50%
CXCR6 block – blocks human CXCR6 beta-arrestin recruitment; O00574; CHO-K1 PathHunter CXCR6 beta-arrestin, luminescence; inhibition, % at 20 µM; actives 0.36% (n = 360,000); AID 602244; in the data active = inhibition above about 34%, passing the limit was not always enough;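 also: antagonist mode with CXCL16 agonist at 10 nM final; 0% = 10 nM CXCL16 with DMSO and 100% = unstimulated wells without agonist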
Target sequence (O00574 whole entry, looked up): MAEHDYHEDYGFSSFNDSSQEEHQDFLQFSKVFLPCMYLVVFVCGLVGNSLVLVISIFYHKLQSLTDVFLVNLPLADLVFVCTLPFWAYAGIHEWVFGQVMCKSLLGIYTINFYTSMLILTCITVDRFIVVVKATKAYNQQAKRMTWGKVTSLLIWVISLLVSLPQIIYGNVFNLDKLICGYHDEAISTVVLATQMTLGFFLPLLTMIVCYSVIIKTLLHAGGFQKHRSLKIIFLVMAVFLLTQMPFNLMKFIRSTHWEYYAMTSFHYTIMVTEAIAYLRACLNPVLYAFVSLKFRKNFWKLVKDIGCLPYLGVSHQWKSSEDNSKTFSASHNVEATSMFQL
UBC13 polyUb – blocks human UBC13 polyubiquitin chain formation | TR-FRET | P61088 | AID 485273 | inhibition, % at 20 µM | actives 0.47% (n = 330,000); in the data active = inhibition above about 45%, passing the limit was not always enough
Target sequence (P61088 whole entry, looked up): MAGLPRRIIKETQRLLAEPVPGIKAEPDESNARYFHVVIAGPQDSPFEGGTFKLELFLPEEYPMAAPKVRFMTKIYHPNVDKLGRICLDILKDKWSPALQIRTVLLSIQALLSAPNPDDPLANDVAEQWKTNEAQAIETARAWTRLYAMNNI
Starred values were filed as active, the others as inactive; · = no result given.

SMILES	EBI2 block	APJ antagonist	CCR6 antagonist	697 NFkB inh	Gli-Sufu block	Jurkat NFkB inh	CXCR6 block	UBC13 polyUb
CCN(CCCNC(=O)C1CCC(=O)N1Cc1ccccc1Cl)c1cccc(C)c1 (stereo unspecified)	1	14	9	-17	-11	-33	-4	-6
N#Cc1ccccc1OCC(=O)OCC(=O)NC1CCCCCC1	-4	5	2	17	-6	2	-6	-2
CCn1c(SCC(=O)Nc2cccc(C)c2)nc2nc3c(cc2c1=O)COC(C)(C)C3	15	-2	-2	5	-6	-30	5	8
CC(=O)N1CCc2cc(Br)cc(S(=O)(=O)NCc3ccccn3)c21	-2	8	0	21	-4	0	-4	-2
Cn1nc(C(F)(F)F)c(CN2CC(C)(C)C2=O)c1N1CCOCC1	1	14	0	-15	-20	-2	-6	0
COc1cccc(CC2(CO)CCN(CC3=CC[C@H]4C[C@@H]3C4(C)C)CC2)c1	1	11	-1	17	34	4	-5	11
O=C1CC2c3ccccc3C1C1C(=O)N(CCO)C(=O)C21 (stereo unspecified)	-2	8	-6	11	6	2	2	3
O=C(O)C1CCCCN1C(=O)c1cc2c(s1)CCCCC2 (stereo unspecified)	-1	-2	-2	11	4	9	0	3
Cc1ccc(NC(=O)Nc2ccccc2C#N)c(Cl)c1	-11	2	2	1	0	-7	1	4
Cc1cc(NC(=O)Nc2ccccc2[N+](=O)[O-])n(C)n1	6	8	7	14	3	1	-4	-2
COc1ccc(-c2cc(C(=O)Nc3cc(Cl)ccc3OC)no2)cc1	1	-14	-3	8	0	6	-5	10
Cc1cccc(NC(=O)c2cccc(NC(=O)c3ccco3)c2)c1C	-5	3	7	18	-1	-11	4	9
Nc1ccccc1C(=O)NCC1(c2ccccc2)CCCC1	-13	12	6	-21	26	-14	2	8
O=C(Cn1c(=O)[nH]c2ccccc2c1=O)N1CCN(Cc2ccc3c(c2)OCO3)CC1	-11	21	12	-23	-3	20	-2	-2
COC(=O)CCCC1=CC2=CC(=O)C(C)(OC(=O)c3ccco3)C(=O)C2=CO1 (stereo unspecified)	·	1	·	15	·	20	·	-71
O=C(CC1C(=O)NCCN1Cc1cccc(C(F)(F)F)c1)NCCc1cnccn1 (stereo unspecified)	-2	10	-7	-10	3	2	9	-14
C=CCOC(=O)C1=C[C@H](C2CCCCC2)[C@@H](CCCO)[C@H](OCC)O1	-1	-2	10	-1	-9	7	-15	-4
O=C(CCSc1nnc(-c2ccncc2)o1)Nc1ccc(Cl)cc1	-8	3	10	9	3	21	-6	1
CCOC(=O)CN1Cc2cccc(C(=O)O)c2C1=O	0	11	-3	8	-2	12	-4	-2
COc1ccc(C2C(C(=O)N3CCCCC3)c3ccccc3C(=O)N2C)cc1 (stereo unspecified)	-2	9	-2	2	2	-6	-5	5
Cc1nc2ccc(F)cc2cc1C(=O)NC(C)C	-7	-14	4	-4	9	-7	-6	-10
N#Cc1ccccc1S(=O)(=O)N1CCN(C(=O)C2COc3ccccc3O2)CC1 (stereo unspecified)	2	0	7	7	5	-4	2	6
CN(C)S(=O)(=O)c1ccc(NC=C(C#N)C#N)cc1	8	5	2	4	4	10	-7	-13
O=C(COc1ccc(S(=O)(=O)N2CCCCC2)cc1)N1CCCC1	-2	25	1	4	15	8	2	2
CCOC(=O)C1CCN(S(=O)(=O)c2ccc3c(ccn3C)c2)CC1	-6	24	-1	-9	-13	12	-14	-4
CS(=O)(=O)N(CC(=O)Nc1ccccc1C(=O)N1CCCC1)c1cccc([N+](=O)[O-])c1	-17	18	1	5	7	-1	-4	-11
CC1CCCN(S(=O)(=O)c2ccc(C(=O)Nc3ccccc3-c3nc4ccccc4[nH]3)cc2)C1 (stereo unspecified)	29	-29	-6	7	3	-6	0	7
O=C(Nc1cc(Cl)ccc1Oc1ccccc1)c1ccccc1F	11	-1	29	4	-10	-1	9	10
CCN1CCC(NC(=O)Nc2ccc(F)cc2)CC1	-5	3	12	8	-28	-2	0	6
COc1ccccc1C1=NN(C2=NN=C(N)Cc3ncnn32)C(O)(C(F)(F)F)C1 (stereo unspecified)	-5	3	-19	15	4	9	-19	1
COc1ccc(C2CC(=O)C3=C(C2)Nc2ncnn2C3c2ccccc2C)c(OC)c1 (stereo unspecified)	36	33	38	5	11	-14	37	6
CCOC(=O)C1=C(COC(=O)c2cc(OC)c(OC)c(OC)c2)NC(=O)NC1C (stereo unspecified)	-3	5	9	7	2	1	-6	62*
Nc1ncnc2c1ncn2[C@@H]1O[C@H](CNC(=O)[C@H]2CCC(=O)N2)[C@@H](O)[C@H]1O	-6	·	16	10	-6	·	1	·
CCOC(=O)C(C)C1(O)c2ccccc2-c2ncccc21 (stereo unspecified)	-2	10	-16	2	-1	3	5	4
Cn1c(=O)oc2cc(S(=O)(=O)N3CCC(C(=O)N4CCN(c5ccccc5)CC4)CC3)ccc21	-3	-22	7	17	8	8	-5	0
COc1cc(C(C)=O)ccc1Oc1ncnc2c1cnn2-c1ccc(F)cc1	6	-4	-6	-45	-21	19	-10	14

One compound at a time, as listed above. Screens in order: EBI2 block | APJ antagonist | CCR6 antagonist | 697 NFkB inh | Gli-Sufu block | Jurkat NFkB inh | CXCR6 block | UBC13 polyUb
`CCOC(=O)C1CCN(S(=O)(=O)c2ccc3c(ccn3C)c2)CC1` in the list: -6 | 24 | -1 | -9 | -13 | 12 | -14 | -4
`Cn1c(=O)oc2cc(S(=O)(=O)N3CCC(C(=O)N4CCN(c5ccccc5)CC4)CC3)ccc21` in the list: -3 | -22 | 7 | 17 | 8 | 8 | -5 | 0
`CCN1CCC(NC(=O)Nc2ccc(F)cc2)CC1` in the list: -5 | 3 | 12 | 8 | -28 | -2 | 0 | 6
`COc1ccc(C2CC(=O)C3=C(C2)Nc2ncnn2C3c2ccccc2C)c(OC)c1` (stereo unspecified) in the list: 36 | 33 | 38 | 5 | 11 | -14 | 37 | 6
`O=C(Nc1cc(Cl)ccc1Oc1ccccc1)c1ccccc1F` in the list: 11 | -1 | 29 | 4 | -10 | -1 | 9 | 10

Continued:
SMILES	EBI2 block	APJ antagonist	CCR6 antagonist	697 NFkB inh	Gli-Sufu block	Jurkat NFkB inh	CXCR6 block	UBC13 polyUb
C/C(=N\NC(=O)CC#N)C1COc2ccccc2O1 (stereo unspecified)	4	3	20	4	2	-7	0	-1
COC(=O)c1cc2sc(Cl)cc2n1Cc1nc(-c2ccccc2)oc1C	13	25	11	18	-1	2	6	7
S=c1[nH]nc(Cc2cccs2)n1-c1ccccc1	-9	-21	4	-18	-26	0	2	-1
CCC(=O)N(Cc1ccc(S(N)(=O)=O)cc1)C1CC(=O)N(c2ccccc2)C1=O (stereo unspecified)	-11	-4	15	19	1	12	4	-4
Cc1sc2ncnc(N)c2c1C	-18	10	12	16	3	-5	-1	61*
COc1ccc(CCNc2ncnc3c2nnn3Cc2ccccc2)cc1	6	4	7	9	4	13	-3	7
COc1cc(Sc2ccc(C)cc2)c(OC)cc1N	5	7	13	-35	-9	0	7	-12
c1ccc(-c2nc(-c3nccc4ccccc34)oc2-c2ccccc2)cc1	12	-16	13	-126	-40	-115	5	26
CC(C)(C)C(=O)N1CCN(c2ncnc3scc(-c4ccccc4)c23)CC1	3	13	12	1	4	-5	5	-4
CCOc1ccc2nc(NC(=O)Nc3ccccc3)sc2c1	16	-3	1	-172	-95	-123	-3	0
Clc1ccc(CN2CCN(c3ncnc4scc(-c5cccs5)c34)CC2)cc1	25	-14	15	-28	23	12	12	-5
Cc1cc(NC(=O)Cc2ccsc2)ccc1Br	1	-5	-1	-12	-16	12	-4	8
CN(C(=O)c1ccc(NC(=O)Cc2ccc(NC(=O)C3CCCN(C(=O)C4CCC4)C3)cc2)cc1)C1CC1 (stereo unspecified)	2	13	6	-1	-14	-14	-11	0
Cc1c(F)cccc1NS(=O)(=O)c1ccc2c(c1)c(C)cc(=O)n2C	1	-11	14	-3	8	-8	9	-6
CC(=O)c1cccc(NC(=O)COc2ccccc2C(=O)c2cc(C#N)c(=O)n(C3CCCCC3)c2)c1	7	7	18	-5	8	-4	5	-1
O=C(Cc1ccccc1[N+](=O)[O-])Nc1ccc2c(c1)OCO2	-3	-3	4	-19	-53	-12	16	-7
CC(=O)N1N=C(c2cccs2)CC1c1ccc(C)o1 (stereo unspecified)	-5	9	8	11	0	0	-5	2
COc1ccccc1C(CNC(=O)c1ccc(C)c(S(=O)(=O)N2CCCCC2)c1)N1CCCC1 (stereo unspecified)	-8	2	17	-2	10	-9	6	0
Cc1ccc(SCCCCN2CCNCC2)cc1	-5	-5	0	-12	8	-59	9	2
CCOC(=O)c1ccc(N2C(=O)CC(N3CCC(Nc4ccc(F)cc4)CC3)C2=O)cc1 (stereo unspecified)	-5	6	-5	15	6	16	-3	0
COC(=O)c1c(-c2c(Cl)cccc2Cl)noc1C(=O)NNC(=O)N(C)C	0	4	5	0	11	4	1	-6
COc1ccc(OC)c2[nH]c(=O)c(CCNS(=O)(=O)c3ccccc3)cc12	-3	4	16	4	1	-4	-5	-8
CC(=O)C1CCC2C3CC(C)C4(O)CC(=O)CCC4(C)C3C(O)CC12C (stereo unspecified)	-7	·	2	·	2	·	-4	·
Cc1ccc(-n2nc(C)c3c2OC(N)=C(C#N)C3c2ccoc2)cc1 (stereo unspecified)	15	12	8	-1	16	-8	-11	-22
CN(C)C=NC(=O)c1cc(C(=O)c2ccccc2)c[nH]1	-6	-7	-3	21	-2	11	-6	5
CC1CCCN(c2nc3ccccc3nc2C(C#N)C(=O)OC2CCCCC2)C1 (stereo unspecified)	·	4	·	3	·	23	·	-20
CCCOC(=O)CSc1nc(N)c(C#N)c(-c2ccco2)c1C#N	5	16	16	-10	0	1	9	14
Cc1ccccc1N(CC(=O)N/N=C/c1ccc(Cl)cc1)C(=O)c1ccccc1	7	4	-1	-10	-5	-9	-2	6
CC[C@@]1(C(=O)OC)N[C@H](CN(C)C(=O)Nc2ccc(Cl)cc2)[C@@H]2C(=O)N(Cc3ccccc3)C(=O)[C@@H]21	0	14	-2	15	-1	5	0	23
COc1cc([N+](=O)[O-])ccc1-c1ccc(/C=N/NC(=O)OC(C)(C)C)o1	-12	4	-5	-13	-3	-20	-4	-55
O=C(Nc1ccccc1)c1cc(S(=O)(=O)NCc2ccncc2)ccc1Cl	-12	-9	4	-25	28	6	-6	6
CC(NC(=O)Cc1cccs1)C(c1cccs1)N1CCN(c2ccccc2)CC1 (stereo unspecified)	10	9	14	6	-1	5	4	-6
CCN1C(=O)C(O)(C2COC(C)(C)CC2=O)c2cc(Br)ccc21 (stereo unspecified)	5	15	-5	-7	·	-5	13	-3
Cc1c2n(c3ccccc13)CCN(C)C2	4	5	5	-13	4	12	-1	5
CCCCN(CC)CCNC(=O)Cn1cnc2sc(C)c(S(=O)(=O)N3CCC(C)CC3)c2c1=O	-4	5	1	2	-2	4	4	8
Cc1ccc(Nc2c([N+](=O)[O-])c(=O)n(C)c3ccccc23)cc1C	-5	4	17	-7	5	2	18	-12
Fc1ccc(-n2nnc(-c3cccnc3)n2)cc1	-5	6	12	-36	-73	-27	1	-2
C=CC[C@@H](CC(=O)N[C@@H](CO)Cc1ccccc1)C(=O)N[C@H](COC(=O)[C@H](CC=C)CC(=O)OC(C)(C)C)Cc1c[nH]c2ccccc12	4	-2	-5	-26	2	-4	-6	10
CC(C)[C@@H](C(=O)O)N(Cc1cccc(CN([C@H](C(=O)O)C(C)C)S(C)(=O)=O)c1)S(C)(=O)=O	-6	-16	7	-9	-9	0	5	-4
Cc1cccc(NC(=O)c2ccco2)c1C	1	-19	9	-1	8	-7	2	-4
O=[N+]([O-])c1cccc(-c2nnc(C3CC3)o2)c1	-2	14	3	5	4	8	-11	2
Cc1cc(C)c(C)c(S(=O)(=O)NCC(=O)O)c1C	-2	5	-2	5	-1	18	0	-3
O=C(CCl)Nc1ccc(S(=O)(=O)NC2=NCCCCC2)cc1	-9	10	-12	24	6	15	4	-2
CCN(c1ccccc1)S(=O)(=O)c1ccc(Oc2ccc([N+](=O)[O-])cc2)nc1	44	17	5	-16	4	-6	0	-3
Cc1ccc(CN2C(=O)COc3cc(NS(C)(=O)=O)ccc32)cc1	-1	·	1	·	2	·	-3	·

Rows are unselected. About 3% of those tested had a hit in this group.
